BoNT F protease: BoNT/F light chain protease inhibitors, primary screen, biochemical, flow cytometry, MLPCN library; Botulinum neurotoxin type F light chain protease (Clostridium botulinum); Multiplex microsphere protease cleavage assay; inhibition, % at 10 µM; actives 0.22% (n = 360,000); AID 588497, 2011; in the data active = inhibition above about 35%, passing the limit was not always enough; note: plate controls were buffer without enzyme for full effect and enzyme alone for no effect
CCHF vOTU inh: CCHFV vOTU protease inhibitors, primary screen, biochemical, Pep-AMC substrate, fluorescence; inhibition, % at 11.5 µM; Crimean-Congo hemorrhagic fever virus L polyprotein viral ovarian tumor (vOTU) protease …; AID 651958, 2012; actives 0.55% (n = 370,000); in the data active = inhibition above about 30%; note: 0% = vehicle wells with enzyme and 100% = no enzyme wells
PfHsp40 yeast: rescue of yeast from PfHsp40 toxicity, primary screen, S. cerevisiae, ATP luminescence. S. cerevisiae expressing PfHsp40, growth rescue. growth rescue, % at 12.5 µM. actives 0.68% (n = 340,000); in the data active = growth rescue above about 28%, passing the limit was not always enough;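 note: yeast W303a lacking pdr1 and pdr3 grown in galactose medium; growth measured after three days at 30 °C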
Anthrax LF inh2: Bacillus anthracis LF protease inhibitors, primary screen, biochemical, multiplex microsphere, MLPCN library. Lethal factor (Bacillus anthracis), P15917. multiplex microsphere protease cleavage assay. inhibition, % at 10 µM. actives 0.12% (n = 360,000); note: plate controls were buffer without enzyme for full effect and enzyme alone for no effect
Target sequence (P15917 whole entry, looked up): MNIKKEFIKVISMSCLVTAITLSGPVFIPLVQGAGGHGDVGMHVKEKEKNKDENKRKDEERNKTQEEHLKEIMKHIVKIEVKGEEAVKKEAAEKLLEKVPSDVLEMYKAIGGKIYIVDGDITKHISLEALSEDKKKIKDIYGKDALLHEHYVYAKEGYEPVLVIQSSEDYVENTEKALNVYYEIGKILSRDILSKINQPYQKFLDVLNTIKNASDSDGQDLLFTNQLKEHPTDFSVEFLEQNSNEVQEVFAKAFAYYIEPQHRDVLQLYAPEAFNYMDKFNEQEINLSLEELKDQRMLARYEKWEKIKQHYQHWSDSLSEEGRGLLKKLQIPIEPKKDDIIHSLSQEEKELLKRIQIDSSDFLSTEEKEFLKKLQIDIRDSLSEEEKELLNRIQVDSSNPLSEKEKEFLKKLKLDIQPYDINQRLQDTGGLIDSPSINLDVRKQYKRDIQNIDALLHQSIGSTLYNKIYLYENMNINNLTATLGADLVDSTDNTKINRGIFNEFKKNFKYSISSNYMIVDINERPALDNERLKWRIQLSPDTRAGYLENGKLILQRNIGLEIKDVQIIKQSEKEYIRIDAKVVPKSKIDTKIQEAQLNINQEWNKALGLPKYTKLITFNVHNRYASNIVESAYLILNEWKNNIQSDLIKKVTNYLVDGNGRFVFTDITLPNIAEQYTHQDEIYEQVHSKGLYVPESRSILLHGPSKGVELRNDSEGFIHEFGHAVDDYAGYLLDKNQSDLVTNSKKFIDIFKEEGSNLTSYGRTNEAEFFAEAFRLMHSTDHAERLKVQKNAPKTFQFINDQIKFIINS
TcdB inh: TcdB glycohydrolase inhibitors, primary screen, biochemical, single point, plate reader | Toxin B (Clostridioides difficile), P18177 | TcdB glycohydrolase enzymatic assay | inhibition, % at 9.99 µM | actives 0.24% (n = 350,000) | AID 652162, 2013; in the data active = inhibition above about 10%
Y pestis TopoI: Yersinia pestis topoisomerase I inhibitors, primary screen, biochemical, cleavage product accumulation, plate reader, single point; DNA topoisomerase I (Yersinia pestis CO92); Y. pestis Topo-I cleavage product accumulation; activity, % at 10 µM; actives 0.064% (n = 360,000); in the data active = activity above about 50%, passing the limit was not always enough; note: inactives centre near 2
FadD28 binding: inhibitors of FadD28 bisubstrate probe binding, primary screen, biochemical, fluorescence polarization, single point | actives 0.22% (n = 360,000) | inhibition, % at 12.5 µM | Mycobacterium tuberculosis FadD28 fatty-acid-AMP ligase; in the data active = inhibition above about 8.5%, passing the limit was not always enough
BoNT-A LC inh2: BoNT/A light chain protease inhibitors, primary screen, biochemical, flow cytometry, MLPCN library; actives 0.17% (n = 360,000); multiplex microsphere protease substrate cleavage; inhibition, % at 10 µM; AID 588499, 2011; note: plate controls were buffer without enzyme for full effect and enzyme alone for no effect
PrPC surface inh: inhibitors of human cell surface prion protein PrPC, primary screen, cell-based, TR-FRET; Major prion protein (Homo sapiens), P04156; TR-FRET read-out; inhibition, % at 13.8 µM; actives 0.43% (n = 370,000); in the data active = inhibition above about 24%; note: 0% = median of the test wells and 100% = reference compound wells
Numbers without * were called inactive; & = joins results of further samples. Cut-off read from the data, not from the text of the source, unless noted: active = inhibition above about 30%; inconclusive = no clear call, values can overlap the other calls; inactive = below that.

Results for COc1ccccc1OCC(=O)N(Cc1nc(-c2ccccc2)no1)C(C)C ?
BoNT F protease: -17.0; CCHF vOTU inh: -4.3; PfHsp40 yeast: 0.6; Anthrax LF inh2: -4.9; TcdB inh: 3.2; Y pestis TopoI: 10.4; FadD28 binding: -2.2; BoNT-A LC inh2: 0.9; PrPC surface inh: 9.2

What do the screens show for `COc1ccc(OC)c(N(CC(=O)NC2CCCCCC2)S(=O)(=O)c2ccc(C)cc2)c1`?
BoNT F protease: 2.8; CCHF vOTU inh: 17.6; PfHsp40 yeast: -0.4; Anthrax LF inh2: -1.1; TcdB inh: 0.6; Y pestis TopoI: 12.6; FadD28 binding: -3.9; BoNT-A LC inh2: -0.6; PrPC surface inh: -0.9

Results for N#Cc1c(N2C(=O)C3C4C=CC(C4)C3C2=O)sc2c1CCC2 (stereo not given) ?
BoNT F protease: 8.6; CCHF vOTU inh: -5.0; PfHsp40 yeast: -1.4; Anthrax LF inh2: 0.0; Y pestis TopoI: 2.3; FadD28 binding: -1.0; BoNT-A LC inh2: -0.2; PrPC surface inh: -6.6

Results for C=CCN(C(=O)CNC(=O)c1ccco1)C(C(=O)NC1CCCCC1)c1ccc(OC)cc1 (stereo not given) ?
BoNT F protease: -13.8; CCHF vOTU inh: 10.1; PfHsp40 yeast: -0.4; Anthrax LF inh2: -1.0; Y pestis TopoI: 3.1; FadD28 binding: -3.0; BoNT-A LC inh2: -0.7; PrPC surface inh: 4.0

What do the screens show for `C[C@H]1CN([C@@H](C)CO)S(=O)(=O)c2ccc(Br)cc2O[C@@H]1CN(C)S(=O)(=O)c1ccccc1F`?
BoNT F protease: 0.2; CCHF vOTU inh: -2.8; Anthrax LF inh2: -6.0; TcdB inh: 0.3&0.8; FadD28 binding: 1.1; BoNT-A LC inh2: -0.6; PrPC surface inh: -4.5

How did Cc1nnc(SCCN2CCOCC2)n1-c1cccc(Cl)c1 do in these assays?
BoNT F protease: -5.1; CCHF vOTU inh: -11.3; PfHsp40 yeast: -0.8; Anthrax LF inh2: 2.5; Y pestis TopoI: 4.0; FadD28 binding: -4.2; BoNT-A LC inh2: -0.1; PrPC surface inh: 8.4

Results for CC(Sc1ccc(Cl)cc1)C(=O)NNC(=O)c1ccco1 (stereo not given) ?
BoNT F protease: -2.4; CCHF vOTU inh: 1.2; PfHsp40 yeast: -1.6; Anthrax LF inh2: -2.1; TcdB inh: 0.7; Y pestis TopoI: -5.6; FadD28 binding: -2.4; BoNT-A LC inh2: -0.2; PrPC surface inh: -3.2

How did Cc1c(Cl)cccc1NC(=O)Nc1cnccn1 do in these assays?
BoNT F protease: -6.3; CCHF vOTU inh: 10.9; PfHsp40 yeast: -1.8; Anthrax LF inh2: 2.6; TcdB inh: -0.9; Y pestis TopoI: -5.1; FadD28 binding: -0.3; BoNT-A LC inh2: 0.2; PrPC surface inh: 6.3

How did NS(=O)(=O)c1ccc(NC(=O)C(=O)NCCC(=O)O)cc1 do in these assays?
BoNT F protease: 3.4; CCHF vOTU inh: 4.9; PfHsp40 yeast: -0.2; Anthrax LF inh2: 4.6; TcdB inh: -0.1; Y pestis TopoI: 2.3; FadD28 binding: -1.7; BoNT-A LC inh2: -0.8; PrPC surface inh: 3.9

What do the screens show for `CC1CN(C(=O)NCc2ccccc2)c2cc(Cl)ccc2O1` (stereo not given)?
BoNT F protease: 6.5; CCHF vOTU inh: 3.8; PfHsp40 yeast: 2.6; Anthrax LF inh2: -7.0; TcdB inh: 3.8; Y pestis TopoI: 7.2; FadD28 binding: -4.9; BoNT-A LC inh2: -1.1; PrPC surface inh: 2.5

Results for CN1CCN(C(CNC(=O)C(=O)Nc2ccc3c(c2)OCCO3)c2ccc(F)cc2)CC1 (stereo not given) ?
BoNT F protease: -4.6; CCHF vOTU inh: -11.4; PfHsp40 yeast: -1.3; Anthrax LF inh2: 1.5; TcdB inh: 5.1; Y pestis TopoI: -5.8; FadD28 binding: -1.9; BoNT-A LC inh2: -0.2; PrPC surface inh: -6.9

What do the screens show for `CN1CCN(C(=O)CCc2nc(-c3ccc(Cl)cc3)no2)CC1`?
BoNT F protease: 0.7; CCHF vOTU inh: 11.6; PfHsp40 yeast: 0.1; Anthrax LF inh2: -5.4; TcdB inh: 0.1; Y pestis TopoI: 3.1; FadD28 binding: 0.2; BoNT-A LC inh2: -1.2; PrPC surface inh: 3.8

Results for CC1CCCCN1C(=O)COC(=O)c1ccc2ccccc2n1 (stereo not given) ?
BoNT F protease: 5.8; CCHF vOTU inh: 14.0; PfHsp40 yeast: -0.5; Anthrax LF inh2: -1.1; TcdB inh: -0.1; Y pestis TopoI: 3.6; FadD28 binding: -5.5; BoNT-A LC inh2: 0.2; PrPC surface inh: -2.9

What do the screens show for `Nc1nc(N)c(-c2cccc(C(F)(F)F)c2)c(Cc2cccc(C(F)(F)F)c2)n1`?
BoNT F protease: 4.0; CCHF vOTU inh: 10.7; PfHsp40 yeast: 0.9; Anthrax LF inh2: -0.5; TcdB inh: -2.8; Y pestis TopoI: 7.1; FadD28 binding: -23.7; BoNT-A LC inh2: -0.6; PrPC surface inh: 0.3

Results for Cc1ccc(-n2c3c(cc(C(=O)NCC(=O)c4ccccc4)c2=O)C(=O)CCC3)cc1 ?
BoNT F protease: 6.8; CCHF vOTU inh: -3.3; PfHsp40 yeast: -0.8; Anthrax LF inh2: -1.1; TcdB inh: -0.6; Y pestis TopoI: 0.2; FadD28 binding: -3.0; BoNT-A LC inh2: 0.5; PrPC surface inh: 0.4

What do the screens show for `COc1ccc(-c2nnn(CC(=O)c3c[nH]c4ccccc34)n2)cc1OC`?
BoNT F protease: -9.1; CCHF vOTU inh: -0.7; PfHsp40 yeast: 1.3; Anthrax LF inh2: -2.1; Y pestis TopoI: 1.0; FadD28 binding: 14.6*; BoNT-A LC inh2: -0.5; PrPC surface inh: 7.8

How did O=C(CSc1nnc(Cc2ccccc2)o1)NCc1ccc2c(c1)OCO2 do in these assays?
BoNT F protease: 5.4; CCHF vOTU inh: 8.0; PfHsp40 yeast: 0.6; Anthrax LF inh2: -1.2; TcdB inh: 2.3; Y pestis TopoI: -2.7; FadD28 binding: -1.2; BoNT-A LC inh2: -0.8; PrPC surface inh: 0.3

Results for COCCOc1nc2ccccc2nc1C ?
BoNT F protease: 3.3; CCHF vOTU inh: 11.2; PfHsp40 yeast: -1.2; Anthrax LF inh2: 3.0; Y pestis TopoI: 9.3; FadD28 binding: -0.4; BoNT-A LC inh2: -0.1; PrPC surface inh: -5.0

Results for O=C(O)CCCCCNC(=O)Nc1ccc2c(c1)OCCO2 ?
BoNT F protease: -5.8; CCHF vOTU inh: -4.5; PfHsp40 yeast: 0.2; Anthrax LF inh2: 0.5; Y pestis TopoI: -2.8; FadD28 binding: -1.9; BoNT-A LC inh2: -0.5; PrPC surface inh: 4.4

What do the screens show for `COC(=O)c1c(NC(=O)c2ccccc2)sc(C(=O)c2ccccc2)c1C`?
BoNT F protease: -15.1; CCHF vOTU inh: 11.6; PfHsp40 yeast: -0.2; Anthrax LF inh2: -8.6; Y pestis TopoI: -5.6; FadD28 binding: -2.2; BoNT-A LC inh2: 0.5; PrPC surface inh: 8.0

What do the screens show for `CCCCn1c(N)c(N(CC(C)C)C(=O)c2ccc(S(=O)(=O)N3CCC(C)CC3)cc2)c(=O)[nH]c1=O`?
CCHF vOTU inh: 5.0; PfHsp40 yeast: -0.5; TcdB inh: 0.1; Y pestis TopoI: 0.8; FadD28 binding: -0.9; PrPC surface inh: -5.4

How did Cc1nonc1NC(=O)CSc1nc2ccccc2[nH]1 do in these assays?
BoNT F protease: -5.5; CCHF vOTU inh: 0.9; PfHsp40 yeast: -0.9; Anthrax LF inh2: -1.9; TcdB inh: -0.1; Y pestis TopoI: 2.0; FadD28 binding: -0.4; BoNT-A LC inh2: -0.7; PrPC surface inh: -2.1

How did O=C(N/N=C/c1ccc(Br)cc1)c1ccccc1-n1cccc1 do in these assays?
BoNT F protease: -3.2; PfHsp40 yeast: -0.3; Anthrax LF inh2: -3.1; TcdB inh: 1.5; Y pestis TopoI: 8.3; FadD28 binding: -1.8; BoNT-A LC inh2: -0.2

Results for CC(C)c1ccc(OCc2ccc(C(=O)N(C)C)o2)cc1 ?
BoNT F protease: 29.2; CCHF vOTU inh: -6.7; PfHsp40 yeast: 0.1; Anthrax LF inh2: 2.2; TcdB inh: 0.5; Y pestis TopoI: 18.5; FadD28 binding: 1.3; BoNT-A LC inh2: -2.7; PrPC surface inh: 11.2

How did CCOc1ccc(S(=O)(=O)NCc2ccccn2)cc1NC(=O)c1ccccc1 do in these assays?
BoNT F protease: 2.9; CCHF vOTU inh: -5.0; PfHsp40 yeast: 0.7; Anthrax LF inh2: -5.0; TcdB inh: 1.3; Y pestis TopoI: 18.6; FadD28 binding: -1.4; BoNT-A LC inh2: 0.6; PrPC surface inh: 1.3

What do the screens show for `O=C(NCCS(=O)(=O)N1CCN(c2ccc(F)cc2)CC1)c1ccc2c(c1)OCO2`?
BoNT F protease: -4.9; CCHF vOTU inh: -2.3; PfHsp40 yeast: -0.6; Anthrax LF inh2: 2.2; TcdB inh: 1.2; Y pestis TopoI: 10.4; FadD28 binding: -0.8; BoNT-A LC inh2: 2.0; PrPC surface inh: -0.5

What do the screens show for `COC(=O)C(NC(C)=O)(Nc1sc2c(c1C(N)=O)CCCC2)C(F)(F)F` (stereo not given)?
BoNT F protease: -4.9; CCHF vOTU inh: -16.3; PfHsp40 yeast: -0.6; Anthrax LF inh2: -2.2; TcdB inh: -0.3; Y pestis TopoI: 3.7; FadD28 binding: -2.1; BoNT-A LC inh2: -1.4; PrPC surface inh: -4.0

How did O=C(CSc1nnc(CNC(=O)c2c(F)cccc2Cl)o1)Nc1ccccc1 do in these assays?
BoNT F protease: 26.8; CCHF vOTU inh: 8.9; PfHsp40 yeast: 14.0; Anthrax LF inh2: 1.0; Y pestis TopoI: -3.2; FadD28 binding: -0.2; BoNT-A LC inh2: 0.0; PrPC surface inh: -3.4

How did CN(C(=O)C1CCCO1)c1nnc(-c2cnccn2)s1 (stereo not given) do in these assays?
BoNT F protease: 0.5; CCHF vOTU inh: -3.0; PfHsp40 yeast: 1.8; Anthrax LF inh2: -1.1; Y pestis TopoI: 3.1; FadD28 binding: -2.6; BoNT-A LC inh2: -0.3; PrPC surface inh: -12.6

Copied from above for reference:
What do the screens show for `COc1ccc(-c2nnn(CC(=O)c3c[nH]c4ccccc34)n2)cc1OC`?
BoNT F protease: -9.1; CCHF vOTU inh: -0.7; PfHsp40 yeast: 1.3; Anthrax LF inh2: -2.1; Y pestis TopoI: 1.0; FadD28 binding: 14.6*; BoNT-A LC inh2: -0.5; PrPC surface inh: 7.8

How did O=C(CSc1nnc(Cc2ccccc2)o1)NCc1ccc2c(c1)OCO2 do in these assays?
BoNT F protease: 5.4; CCHF vOTU inh: 8.0; PfHsp40 yeast: 0.6; Anthrax LF inh2: -1.2; TcdB inh: 2.3; Y pestis TopoI: -2.7; FadD28 binding: -1.2; BoNT-A LC inh2: -0.8; PrPC surface inh: 0.3

Results for COCCOc1nc2ccccc2nc1C ?
BoNT F protease: 3.3; CCHF vOTU inh: 11.2; PfHsp40 yeast: -1.2; Anthrax LF inh2: 3.0; Y pestis TopoI: 9.3; FadD28 binding: -0.4; BoNT-A LC inh2: -0.1; PrPC surface inh: -5.0

Results for O=C(O)CCCCCNC(=O)Nc1ccc2c(c1)OCCO2 ?
BoNT F protease: -5.8; CCHF vOTU inh: -4.5; PfHsp40 yeast: 0.2; Anthrax LF inh2: 0.5; Y pestis TopoI: -2.8; FadD28 binding: -1.9; BoNT-A LC inh2: -0.5; PrPC surface inh: 4.4
